From PubChem
CYP2C19 inh: blocks human cytochrome P450 2C19. CYP2C19 Supersomes, luciferin-H EGE luminescence, 30 min. inhibition, % at 5 µM. 21% of 96,000 active. P33261. AID 778;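 active means CYP2C19 inhibition above a set limit at 5 µM in the primary screen, cut at about 50% in these data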;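 further: plate controls were negative control wells for no effect and 2.5 mM tranylcypromine positive control for full effect; values of inactives mirror those of a sister screen read the other way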
Target sequence (P33261 whole entry, looked up): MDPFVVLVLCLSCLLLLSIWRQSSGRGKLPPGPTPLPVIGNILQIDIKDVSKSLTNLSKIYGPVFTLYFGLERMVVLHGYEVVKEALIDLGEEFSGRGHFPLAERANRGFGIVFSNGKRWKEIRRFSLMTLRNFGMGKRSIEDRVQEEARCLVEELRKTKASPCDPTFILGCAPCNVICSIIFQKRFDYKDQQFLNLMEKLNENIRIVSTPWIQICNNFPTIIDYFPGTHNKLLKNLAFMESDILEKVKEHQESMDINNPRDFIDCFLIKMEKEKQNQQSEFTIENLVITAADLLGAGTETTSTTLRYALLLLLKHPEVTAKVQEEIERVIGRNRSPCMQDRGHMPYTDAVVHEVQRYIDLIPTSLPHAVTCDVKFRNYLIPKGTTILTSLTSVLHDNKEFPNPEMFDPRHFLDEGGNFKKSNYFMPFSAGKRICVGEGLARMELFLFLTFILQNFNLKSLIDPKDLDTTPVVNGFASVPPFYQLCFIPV
CYP2C19 activ: cytochrome P450 2C19 (human) activation; recombinant CYP2C19, luciferin-H EGE luminescence; active compounds read high; 0 = fully inhibited enzyme, 1 = untreated enzyme; activation factor at 5 µM; 96,000 tested, under 10 active; AID 1025;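 active means activation factor of at least 2 at 5 µM in the primary screen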;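 further: 0 = wells with 2.5 mM tranylcypromine and 1 = vehicle-only wells; values of inactives mirror those of a sister screen read the other way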
ERa SRC1 pot: ER-alpha (human) coactivator binding potentiation | P03372 | TR-FRET ERalpha-LBD/SRC-Cy5 coactivator binding, 2 h; 100 = basal binding, no effect | coactivator binding (% of control), % at 25.6 µM | 1.3% of 86,000 active | AID 639; in the data active means activity above about 200%;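 further: binding measured in presence of low estradiol as agonist stimulus; 0% = peptide alone without receptor and 100% = receptor with peptide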
Target sequence (P03372 whole entry, looked up, the tested form may be a part): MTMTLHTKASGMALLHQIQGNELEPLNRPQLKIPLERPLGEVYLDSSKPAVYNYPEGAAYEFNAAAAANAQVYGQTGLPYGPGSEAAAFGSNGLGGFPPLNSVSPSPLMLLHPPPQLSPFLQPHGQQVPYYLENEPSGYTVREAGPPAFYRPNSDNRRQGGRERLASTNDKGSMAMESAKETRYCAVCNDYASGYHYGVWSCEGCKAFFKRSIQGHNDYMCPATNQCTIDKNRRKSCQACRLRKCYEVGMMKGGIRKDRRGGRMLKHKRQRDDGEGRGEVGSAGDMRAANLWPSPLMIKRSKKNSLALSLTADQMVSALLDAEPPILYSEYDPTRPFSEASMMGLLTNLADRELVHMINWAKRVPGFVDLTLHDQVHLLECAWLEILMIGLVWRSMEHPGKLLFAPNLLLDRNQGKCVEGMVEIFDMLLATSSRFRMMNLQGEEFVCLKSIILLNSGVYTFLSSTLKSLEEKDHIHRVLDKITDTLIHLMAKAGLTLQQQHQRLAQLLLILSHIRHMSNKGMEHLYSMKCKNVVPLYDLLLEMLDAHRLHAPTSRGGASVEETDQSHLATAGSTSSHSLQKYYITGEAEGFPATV
Fibroblast inh: blocks proliferation of human lung fibroblasts; LL 47 human lung fibroblast viability, ATP luminescence; active compounds read low; viability, % at 10 µM; 1.1% of 85,000 active; AID 719;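 active means viability at or below 50% in the single dose screen; inactive means viability above 50%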;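 further: compound exposure lasted 72 h before the ATP readout; 100% = median luminescence of untreated cell-only wells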
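Test system: LL 47 human lung fibroblasts; Quantity: 1,150 cells/well; Buffer or medium: IMEM plus 15% FBS; Dosing: tenfold compound dosing solution, DMSO at 0.1%; Timing: overnight cell rest, 72 h compound treatment at 37 °C; Detection: ATP-based CellTiter-Glo luminescent readout; Read-out basis: viability percentage against median untreated-cell control; Controls: cell-only wells, no compound.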
CD11b adhes enh: enhancers of human CD11b/CD18 binding to fibrinogen; K562 CD11b/CD18 adhesion to fibrinogen, ATPlite luminescence; 0.07% of 93,000 active; P05107+P11215; activation, % at 10 µM;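 active means 10 µM primary screen giving 50% or more activity, confirmed by 40% or more on retest at that dose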; further: strong numbers were not always called active
H69AR growth 86K: blocks growth of human H69AR lung tumor cells; viability, % at 10 µM; 6% of 85,000 active; H69AR lung tumor viability, ATP luminescence, 72 h; active compounds read low; AID 598;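 active means viability at or below 40%; inactive means viability above 40%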;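 further: multidrug resistant small cell line overexpressing MRP-1 efflux transporter; 100% = mean luminescence of untreated control wells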
ERa SRC1 inh: blocks coactivator binding to human estrogen receptor alpha | P03372 | TR-FRET ER-alpha LBD / SRC-1 peptide, estradiol-bound | inhibition, % at 25.6 µM | 1.7% of 86,000 active | AID 629; in the data active means inhibition above about 50%;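 further: 0% = receptor plus peptide control and 100% = peptide only without receptor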
HUVEC inhibit: inhibitors of human endothelial cell proliferation; 1.1% of 86,000 active; AID 648; HUVEC proliferation, CellTiter-Glo luminescence, 72 h; active compounds read low; viability, % at 10 µM (by protocol);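 active means viability at or below 30%; inactive means viability above 30%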;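 further: 100% = median luminescence of DMSO-only cell control wells on each plate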
CD11b adhes inh: CD11b/CD18-fibrinogen binding inhibition; P05107+P11215; K562 CD11b/CD18 adhesion to fibrinogen, ATPlite luminescence; Mn2+ added to activate the integrin; inhibition, % at 10 µM; 0.54% of 93,000 active; AID 1497;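 active means primary inhibition of 50% or more at 10 µM, then 40% or more on retest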; further: some results filed as inactive read as strong as hits
* marks the source's active call; other numbers are inactive results; . = not tested or not shown; [ ] = remark or other dose.

SMILES	CYP2C19 inh	CYP2C19 activ	ERa SRC1 pot	Fibroblast inh	CD11b adhes enh	H69AR growth 86K	ERa SRC1 inh	HUVEC inhibit	CD11b adhes inh
COc1ccc(C)cc1NC(=O)CSc1nnc(COc2ccc(Cl)cc2)n1Cc1ccco1	17	0.8	111	88	0	52	2	73	10
O=S(=O)(Nc1cc(Cl)ccc1N1CCCCC1)c1cccs1	82*	0.2	122	87	.	86	-9	101	.
CCn1c(=O)cc(SCC(=O)N2CCCCC2)c2ccccc21	7	0.9	117	89	-3	84	-1	71	-6
N#Cc1nc(-c2ccco2)oc1NCc1cccnc1	37	0.6	101	93	-3	81	5[fluorescence artefact?]	99	-1
CN1CCc2[nH]c3ccc(C(=O)NN)cc3c2C1	-7	1.1	80	107	0	94	18	103	6
COc1ccc(Cl)cc1C(=O)Nc1cc(=O)n(C)c(=O)n1C	.	.	97	108	.	85	3	97	.
O=C(c1ccccc1)N1CCC(O)(c2cccnc2)CC1	10	0.9	126	92	2	94	-1	96	-1
Cc1nc(S(=O)(=O)NC2CCCCC2)c(C#N)c(C)c1Cl	46	0.5	114	95	.	64	-3	97	.
O=C1CC(=C2c3ccccc3-c3ccccc32)C(=O)N1CCCCN1CCN(c2ccccc2)CC1	.	.	103	96	.	53	-6[fluorescence artefact?]	79	.
O=[N+]([O-])c1ccc(Cl)cc1Sc1nc2ccccc2o1	.	.	87	95	.	25*	2	41	.
Cc1cc(C)n(-c2ccc(C(=O)OCC(=O)Nc3ccc(S(=O)(=O)N4CCCCC4)cc3)cc2)n1	68*	0.3	109	100	3	101	-8	92	11
Cc1cc(C)c2cc(C#N)c(N3CCCN(S(=O)(=O)c4ccccc4)CC3)nc2c1	.	.	262*[fluorescence artefact?]	97	.	75	24[fluorescence artefact?]	93	.
Cn1ccnc1SCC(=O)NC12CC3CC(CC(C3)C1)C2	92*	0.1	116	110	-2	94	4	93	-1
OC(COC(c1ccccc1)c1ccccc1)CN1CCCCC1 (stereo not drawn)	.	.	114	102	.	83	-7	100	.
Cc1ccc(N2C(=O)C3N=NN(CC(=O)N4N=C(c5cccc6ccccc56)CC4c4ccccc4)C3C2=O)cc1 (stereo not drawn)	.	.	154[fluorescence artefact?]	108	.	51	7[fluorescence artefact?]	88	.
CCN1C(=O)/C(=C/N(C)C)c2ccccc21	2	1	108	97	0	95	3[fluorescence artefact?]	87	-9
Cn1c(/N=C/c2c(O)ccc3ccccc23)nc2ccccc21	24	0.8	67[fluorescence artefact?]	97	-4	42	14[fluorescence artefact?]	85	7
CCOC(=O)Cn1c(=O)sc2ccccc21	47	0.5	103	85	0	98	9	85	-6
Cc1nn(-c2ccccc2)c(Cl)c1C(=O)NCC(=O)O	-18	1.2	100[fluorescence artefact?]	109	3	91	6	96	-14
CC1CCN(c2nc3c(c(=O)[nH]c(=O)n3C)n2CCSc2ncccn2)CC1	.	.	115	105	.	93	-10	98	.
Cn1c(SCC(=O)Nc2cccc3ccccc23)nc(O)cc1=O	-5	1.1	.	.	4	.	.	.	-20
CC(C)(C)c1[nH]nc2c1C(c1ccncc1)C(C#N)=C(N)O2 (stereo not drawn)	60*	0.4	118	99	-6	90	13	82	-3
Nc1c(NCc2ccccc2F)c(=O)[nH]c(=O)n1Cc1ccccc1	63*	0.4	102	91	-6	91	6	104	-6
O=C1CC(c2ccc(S(=O)(=O)NCCOc3ccccc3)cc2)CN1 (stereo not drawn)	26	0.7	124	95	4	96	3	89	24
Cc1ccccc1Cn1nnc2c1C(=O)c1ccccc1C2=O	.	.	127	32*	.	12*	-8	2.1*	.

Following part.
SMILES	CYP2C19 inh	CYP2C19 activ	ERa SRC1 pot	Fibroblast inh	CD11b adhes enh	H69AR growth 86K	ERa SRC1 inh	HUVEC inhibit	CD11b adhes inh
O=C(c1ccc(C(=O)N2CCOCC2)s1)N1CCOCC1	-6	1.1	114	102	1	93	-7[fluorescence artefact?]	100	-4
CCOc1ccccc1CNc1nc2nc3c(c(=O)n2[nH]1)CCC3	-8	1.1	104	96	-2	96	-24	99	-17
COc1ccc(C(=O)NCc2ccc(C)cc2)cc1S(=O)(=O)N1CCCc2ccccc21	67*	0.3	.	.	1	.	.	.	1
CC12CCC(C(=O)NC(c3ccccc3)c3ccccc3)(OC1=O)C2(C)C (stereo not drawn)	30	0.7	98	96	0	90	8[fluorescence artefact?]	115	-19
O=C(NCc1ccccc1)C(C(=O)c1ccc(F)cc1)n1ccccc1=O (stereo not drawn)	15	0.8	97	99	.	85	-9	96	.
COc1ccc(C(=O)Cc2cc(OC)c(OC)cc2[N+](=O)[O-])cc1	8	0.9	.	.	11	.	.	.	-9
Cc1ccccc1NC(=O)OCc1cn(-c2ccc(Cl)cc2)nn1	9	0.9	.	.	-3	.	.	.	-22
Cc1nc2scc(-c3ccccc3)c2c(=O)n1/N=C/c1ccco1	7	0.9	131	84	0	49	3	70	-3
Cc1ccc(S(=O)(=O)N(C)Cc2ccc(-c3nnc4n3CCC4)cc2)cc1	88*	0.1	97[fluorescence artefact?]	96	-3	84	6[fluorescence artefact?]	95	-3
COC(=O)c1[nH]c2ccccc2c1NC(=O)CN1CCN(Cc2ccc3c(c2)OCO3)CC1	51*	0.5	109	95	2	52	-5	87	8
CN(C)c1ccc(/C=C2\C(=O)N(c3ccc([N+](=O)[O-])cc3)N=C2N2CCOCC2)cc1	.	.	91[fluorescence artefact?]	106	.	102	-40[fluorescence artefact?]	92	.
Cc1ccsc1C=C1C(=O)c2ccccc2C1=O	-20	1.2	.	.	-2	.	.	.	8
Cc1ccn2cc(CCNS(=O)(=O)c3ccc4c(c3)OCCO4)nc2c1	79*	0.2	98	100	0	96	-7	104	-24
Cc1ccc(C(c2nnnn2C2CCCCC2)N2CCN3CCCC3C2)cc1 (stereo not drawn)	2	1	105	98	.	95	-3	98	.
O=C1CCCc2c1[nH]c1ccccc21	-2	1	84	100	-5	91	14	88	-5
Clc1ccccc1-c1nnc2sc(-c3cccs3)nn12	42	0.6	111	92	2	90	7	101	-23
COc1ccc(NC(C#N)c2ccc(OC)cc2)cc1 (stereo not drawn)	13	0.9	121	109	-6	70	-15	79	-11
COc1ccc(OC)c(C(O)c2coc3ccc(O)c(CN(C)C)c23)c1 (stereo not drawn)	35	0.7	105	101	-1	94	0	93	-6
Cc1ncsc1C(=O)NCc1ccc(N2CCCC2=O)cc1	-11	1.1	124[fluorescence artefact?]	96	1	96	-11[fluorescence artefact?]	103	15
CCOC(=O)C1=C(C)N=C2SCCC(=O)N2C1c1cccs1 (stereo not drawn)	24	0.8	121[fluorescence artefact?]	106	-3	93	-7	98	-2
O=C(NCc1cccnc1)C1c2ccccc2C(=O)N1C1CCCC1 (stereo not drawn)	75*	0.3	118	100	-1	90	-8	101	-6
CCOc1ccc(NC(=O)CSc2nnc(Cc3cccn3C)n2-c2ccc(OC)cc2)cc1	-6	1.1	93	98	2	45	0	100	-2
CCOC(=O)C1CSC(CC(=O)Nc2ccc(Cl)c(Cl)c2)C(=O)N1 (stereo not drawn)	18	0.8	111	99	-2	96	4	96	14
Cc1ccc(S(=O)(=O)Nc2c3ccccc3nc(=O)n2-c2ccccc2)cc1	5	1	80	103	-2	97	-1	106	-4
COc1ccc(N2CCN(C(=O)CCCn3c(=O)[nH]c4ccsc4c3=O)CC2)cc1	27	0.7	104	103	2	93	-4	114	-4

Remaining list, next part
SMILES	CYP2C19 inh	CYP2C19 activ	ERa SRC1 pot	Fibroblast inh	CD11b adhes enh	H69AR growth 86K	ERa SRC1 inh	HUVEC inhibit	CD11b adhes inh
C=CCNS(=O)(=O)c1ccc(OCC(=O)OC)cc1	70*	0.3	112	94	-2	103	-1	99	2
COc1ccc(S(=O)(=O)N2Cc3ccccc3CC2C(=O)N2CCOCC2)cc1OC (stereo not drawn)	-6	1.1	125	98	-2	94	-2	99	0
CC(=O)N1C(=O)N(C(C)=O)C2C1N(C(C)=O)C(=O)N2C(C)=O (stereo not drawn)	-4	1	103	104	1	100	1	88	-12
O=C(Nc1c(F)cc(F)cc1Br)c1cc(-c2ccco2)on1	-16	1.2	.	.	2	.	.	.	-8
Cc1cccc(OCc2nnc3n2CCCCC3)c1	14	0.9	124	92	-4	106	-6	101	-1
C=CCN(Cc1cccc(OC)c1OC)S(=O)(=O)N(C)C	33	0.7	105	96	.	87	1	95	.
O=C(CCc1ccc(S(=O)(=O)N2CCOCC2)cc1)Nc1nccs1	37	0.6	92	90	1	53	-4	94	1
Cc1ccc(NC(=O)CS(=O)CC(=O)NCC2CCCO2)cc1 (stereo not drawn)	2	1	117	92	0	94	3	83	-49
Cn1ncc(N=Cc2ccccc2)c1C(N)=O	-1	1	121	102	-2	100	-3[fluorescence artefact?]	92	-14
COc1ccc(-n2c(=O)c3c4c(sc3n3cnnc23)CC(C)CC4)cc1 (stereo not drawn)	.	.	102	104	.	75	4	97	.
CC(C)N1CC(C(=O)Nc2nc3ccccc3s2)CC1=O (stereo not drawn)	-8	1.1	94	95	2	88	-4	93	-19
Cc1ccc(-c2nc3ccccc3c(=O)n2CCCn2ccnc2)cc1	37	0.6	110	96	0	70	-6	99	-5
COc1ccc(NC(=O)c2ccc(-n3cccn3)nc2)c(OC)c1	1	1	.	.	-2	.	.	.	-1
COCc1nnc(NC(=O)CCN2C(=O)c3ccccc3C2=O)s1	2	1	106	100	.	94	-8	101	.
CC1=C(C(=O)Nc2ccccc2)C(c2ccc(C)o2)n2c(s/c(=C/c3ccccc3)c2=O)=N1 (stereo not drawn)	72*	0.3	100	91	-4	23*	4	79	28
CCOC(=O)CSc1nnc(NCC(=O)OC)c(=O)[nH]1	-31	1.3	96[fluorescence artefact?]	108	-2	103	8[fluorescence artefact?]	99	11
CCCC(=O)Nc1nc2ccc(S(N)(=O)=O)cc2s1	-7	1.1	108	101	1	86	-4	104	-4
COc1ccccc1CNC(=O)COC(=O)c1cc(-c2ccco2)nc2ccccc12	-18	1.2	.	.	1	.	.	.	8
Cc1c(O)ccc(C(=O)CN2C(=O)c3ccccc3C2=O)c1O	81*	0.2	80[fluorescence artefact?]	96	-2	89	0[fluorescence artefact?]	93	-31
CN1CCN(Cc2nc3c(c(=O)[nH]c(=O)n3C)n2Cc2c(F)cccc2Cl)CC1	-16	1.2	98	84	-2	57	0	96	-3
COc1cccc(/C=N/NC(=O)c2cc(C34CC5CC(CC(C5)C3)C4)[nH]n2)c1	43	0.6	.	.	0	.	.	.	4
O=C(CSc1nnc(-c2ccc(Br)cc2)o1)Nc1cccc2ccccc12	70*	0.3	132	100	27	88	-17	94	-1
COC(=O)c1sccc1NC(=O)c1cccc(OC)c1	20	0.8	101	86	-1	98	-2	83	-29
O=C(NCCNC1CCN(Cc2ccccc2)CC1)c1cccs1	-2	1	.	.	6	.	.	.	-20
CC(=O)N(Cc1cccnc1)Cc1cc2ccccc2[nH]c1=O	36	0.6	102	102	3	91	-6	106	20

Sorted by value in CYP2C19 inh (high to low): some entries from above.
SMILES	CYP2C19 inh	CYP2C19 activ	ERa SRC1 pot	CD11b adhes enh	ERa SRC1 inh	CD11b adhes inh
COc1cccc(/C=N/NC(=O)c2cc(C34CC5CC(CC(C5)C3)C4)[nH]n2)c1	43	0.6	.	0	.	4
CC(=O)N(Cc1cccnc1)Cc1cc2ccccc2[nH]c1=O	36	0.6	102	3	-6	20
C=CCN(Cc1cccc(OC)c1OC)S(=O)(=O)N(C)C	33	0.7	105	.	1	.
CN1CCN(Cc2nc3c(c(=O)[nH]c(=O)n3C)n2Cc2c(F)cccc2Cl)CC1	-16	1.2	98	-2	0	-3
COc1ccccc1CNC(=O)COC(=O)c1cc(-c2ccco2)nc2ccccc12	-18	1.2	.	1	.	8
